Screening data: PubChem BioAssay, several laboratories
EBV gp42 inh: EBV gp42 inhibition; Fluorescence polarization binding assay, mP read-out; inhibition, % (tested at 21.74 µM); hit rate 0.42% among 220,000; AID 1085; in the data active means inhibition above about 50%
TNF death inh: TNF-alpha cell death inhibition in Jurkat FADD-/- cells; activation (protection from cell death), % at 10 µM; AID 463075; Jurkat FADD-/- TNF necroptosis rescue, ATP luminescence, 24 h; 0 = TNF only, 100 = no-TNF cells; hit rate 0.068% among 220,000;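 active means activation, meaning protection from cell death, of at least 50% relative to plate controls; inactive means activation below 50%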;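 further: necroptosis triggered by 40 ng/mL TNF-alpha added together with compound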
L929 necroptosis: blocks zVAD induced death of L929 cells; L929 zVAD necroptosis rescue, ATP luminescence, 24 h; with zVAD 60 µM; viability rescue, % at 10 µM; hit rate 0.38% among 220,000;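 active means activation, scaled between plate controls, above about 75%, limit read from the data; inactive means activation under that limit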;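 further: 0% = zVAD with DMSO and 100% = DMSO alone without zVAD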
Calpain2 inh: inhibitors of pig calpain II. purified calpain II, fluorogenic peptide substrate, 30 min. AID 1236. hit rate 0.37% among 220,000. inhibition, % at 16 µM;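 active means inhibition above about 50%, limit read from the data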
PERK inhibitor: inhibitors of human PERK kinase. CHO PERK-DD fusion, SEAP luminescence translation reporter. hit rate 0.17% among 220,000. inhibition, % at 5.6 µM. Q9NZJ5;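 active means inhibition above the mean inhibition of all tested compounds plus 3 SD, set separately per screening campaign, cut at about 2.9% in these data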;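 further: PERK kinase domain activated by AP20187 dimerizer at 100 nM; 0% = DMSO with dimerizer and 100% = rapamycin at 8.4 µM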
MDM2 E3 inh: inhibitors of human Mdm2 E3 ubiquitin ligase; Q00987; cell-based MDM2 ubiquitination luciferase reporter, 2 h; 0 = plate control, 100 = twice control, blank-subtracted; signal enhancement, % at 5 µM; hit rate 0.11% among 210,000; AID 1230;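 active means signal enhancement of 30% or more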;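 further: luminescence tracks abundance of the self-degrading MDM2-luciferase fusion protein; higher signal means inhibition of MDM2 E3 ligase activity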
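system = mammalian cells stably expressing self-ubiquitinating, self-degrading MDM2 E3–luciferase fusion | quantity = 2000 cells per well seeded | incubation = 4 h cell settling then 2 h compound exposure, 37 °C | signal = SteadyLite luminescence, 15 min reagent step | benchmarks = plate control and blank wells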
KCC2 mod: KCC2 (human) Cl- transport modulation; B-score of Tl+ flux slope (higher = more flux/activation; lower = inhibition) at 10 µM; KCC2 cells, thallium flux FluoZin-2 fluorescence; Q9H2X9; hit rate 2.2% among 190,000;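 active means thallium flux slope and its plate-corrected score both differing from the plate sample mean at a set confidence after two filtering rounds, in either direction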;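 further: slope of fluorescence scaled to starting intensity during 10 to 20 s after thallium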
Target sequence (Q9H2X9 whole entry, looked up): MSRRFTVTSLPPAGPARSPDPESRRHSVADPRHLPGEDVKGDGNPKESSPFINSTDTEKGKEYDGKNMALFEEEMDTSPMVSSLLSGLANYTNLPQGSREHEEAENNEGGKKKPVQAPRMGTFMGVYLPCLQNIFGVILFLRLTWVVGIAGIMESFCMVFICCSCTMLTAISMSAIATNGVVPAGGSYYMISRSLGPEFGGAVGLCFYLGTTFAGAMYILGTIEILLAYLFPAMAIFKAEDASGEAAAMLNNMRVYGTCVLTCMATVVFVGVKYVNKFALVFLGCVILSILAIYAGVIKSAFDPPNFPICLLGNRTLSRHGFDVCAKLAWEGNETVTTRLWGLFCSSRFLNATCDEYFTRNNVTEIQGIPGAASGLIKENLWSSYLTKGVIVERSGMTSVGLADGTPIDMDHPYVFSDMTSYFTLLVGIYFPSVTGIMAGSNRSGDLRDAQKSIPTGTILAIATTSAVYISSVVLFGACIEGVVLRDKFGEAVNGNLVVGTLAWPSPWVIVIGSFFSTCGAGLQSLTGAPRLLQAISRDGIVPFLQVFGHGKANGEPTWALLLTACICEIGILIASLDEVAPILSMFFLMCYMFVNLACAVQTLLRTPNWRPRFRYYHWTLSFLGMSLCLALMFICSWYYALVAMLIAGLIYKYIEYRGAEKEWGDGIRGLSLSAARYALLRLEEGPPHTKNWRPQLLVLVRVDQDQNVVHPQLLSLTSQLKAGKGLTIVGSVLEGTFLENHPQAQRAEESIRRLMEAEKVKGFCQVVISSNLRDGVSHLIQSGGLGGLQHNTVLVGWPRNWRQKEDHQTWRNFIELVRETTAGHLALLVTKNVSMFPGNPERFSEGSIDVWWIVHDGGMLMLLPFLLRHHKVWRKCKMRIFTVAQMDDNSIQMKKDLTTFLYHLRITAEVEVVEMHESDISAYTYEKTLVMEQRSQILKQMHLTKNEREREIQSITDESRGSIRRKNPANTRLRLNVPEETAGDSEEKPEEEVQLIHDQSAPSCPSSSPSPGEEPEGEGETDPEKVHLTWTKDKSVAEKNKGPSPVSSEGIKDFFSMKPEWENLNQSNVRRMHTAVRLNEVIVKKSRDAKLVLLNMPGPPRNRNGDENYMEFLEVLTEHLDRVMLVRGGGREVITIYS
Rad51 HR inh: blocks human Rad51 in homologous recombination; hRad51 DNA strand exchange, fluorescence dequenching; hit rate 0.085% among 200,000; inhibition, % at 10 µM; Q06609;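 active means inhibition above 40% at the single screening dose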;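 further: 0% = DMSO control wells and 100% = blanks with heterologous ssDNA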
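Material: human Rad51–ssDNA filaments; Probe or stimulus: labelled 47-mer dsDNA for strand exchange; Doses: single 10 µM dose; Incubation: 37 °C 15-min filament assembly, 30-min compound preincubation, 15-min exchange; Technique: FRET fluorescence dequenching, excitation 485 nm, emission 520 nm; Measure: Fluorescence-based percent inhibition, control- and blank-normalised; Benchmarks: plate control and blank wells.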
eIF4E-4G inh: inhibitors of eIF4E and eIF4G interaction in translation initiation; P63073+Q04637; hit rate 0.37% among 220,000; inhibition, % at 21.7 µM; TR-FRET eIF4E-eIF4GI(517-606) binding, 2 h;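 active means inhibition above about 30%, limit read from the data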;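 further: 0% = full FRET control wells and 100% = background wells lacking eIF4GI fragment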
Active calls of the source: *; i = inactive; / = no result given; [ ] = remark or other dose.

No.	Compound	EBV gp42 inh	TNF death inh	L929 necroptosis	Calpain2 inh	PERK inhibitor	MDM2 E3 inh	KCC2 mod	Rad51 HR inh	eIF4E-4G inh
1	CC(=NCCN1CCCCC1)c1c(O)n(-c2ccc(Cl)cc2)c(=O)[nH]c1=O	-18	-1.2	-0.2	-3	0.7	6	-0.082	-5	1
2	CC1CC2(O)c3no[n+]([O-])c3CCC2N1O (configuration not stated)	-7	-0.8	0.4	-49	0.1	-14	-0.47	1	-5
3	CCc1ccccc1N1C(=O)CC(=O)NC1=O	-50	0.0	-0.5	11	0.5	-88	1.1	0	-1
4	CC12CN3CCN(CC(C3)/C1=N/NC(N)=O)C2	-7	0.7	-0.1	19	-0.3	-12	0.73	-11	0
5	C=CCn1c(O)c(C(C)=NCCc2c[nH]c3ccccc23)c(=O)[nH]c1=O	-1	-1.8	-0.4	15	-2.0	-16	-0.45	-1	-1
6	Cc1ccc(CN2CCN(CC(=O)N3CCC4(CC3)OCCO4)C2=O)cc1	-7	0.5	-0.4	4	-0.1	-14	/	2	-11
7	Cc1nn(Cc2ccccc2)c(Cl)c1C(=O)O	-14	0.3	2.9	-4	1.1	-2	-0.024	-2	-1
8	CCCC(C)C(=O)NC1CCSC1=O (configuration not stated)	-4	0.3	-0.2	13	0.1	-19	0.66	1	1[fluorescence artefact?]
9	Cn1c(O)c(C(=O)c2ccccc2)c(=O)n(C)c1=O	-27	-1.2	-0.1	2	1.0	-17	0.33	-10	-3
10	C=CCNC(=S)Nc1ccc(OC(=O)Nc2ccc(Cl)c(Cl)c2)cc1	-12	2.1	-0.7	10	1.4	/	0.12	/	-7
11	C#CC(CC)(CC)NC(=O)Nc1ccc(OCC)cc1	-12	-0.5	1.4	-7	2.3	-5	0.05	10	0
12	CCN(CC)C(=O)c1ccc(NC(=O)c2cccc(F)c2)cc1	-14	1.1	-0.2	-19	-0.7	-15	0.58	4	-5
13	CC(C)c1ccc(N2C(=O)NC(=O)/C(=C\C=C\c3ccco3)C2=O)cc1	-22	-12	24	-51	0.8	-4	0.66	i	7
14	COc1ccc(Cn2c(O)c(/C=N/NC(=O)c3ccccc3O)c(=O)[nH]c2=O)cc1	9	1.2	2.9	-194	0.2	10	-0.22	15	1
15	CCCCCn1c(N)c(C(=O)NCCN2CCOCC2)c2nc3ccccc3nc21	-1	-10	0.0	i	-1.7	-16	-0.052	-2	2
16	CN1CCN(c2nc(N(C)C)oc(=O)c2C#N)CC1	-16	-2.5	0.2	-1	0.1	6	0.066	-5	-2
17	CCN(CC)CCCN=Cc1c(O)n(-c2ccccc2F)c(=O)[nH]c1=O	-2	-1.1	-0.2	8	1.4	-2	/	-4	-2
18	C#CCOc1ccc2c(c1)c(C(C)=O)c(C)n2Cc1ccccc1	9	0.6	0.5	15	-0.2	-9	-1.9	11	5
19	CCOC(=O)C1=C(N)OC2=C(C(=O)CCC2)[C@]12C(=O)N(CC(N)=O)c1ccccc12	-5	0.1	1.0	-18	0.8	-6	0.74	-5	-2
20	COC(=O)C(O)(c1ccc(NC(=S)NC(=O)c2ccc(Cl)cc2Cl)c(C)c1)C(F)(F)F (configuration not stated)	6	3.2	1.7	3	-0.3	1	3	5	-4
21	C=Cc1ccc(Cn2c(C(=O)O)c(C=O)c3ccccc32)cc1	-25	-0.7	1.5	-46	-0.3	-3	-1.8	-20	7
22	O=C(Nc1ccc(Cl)cc1)OC1CN2CCC1CC2 (configuration not stated)	-15	9.7	0.7	26	0.7	-15	-0.036	/	5
23	C=CCn1c(O)c(C(C)=Nc2ccc(NC(C)=O)cc2)c(=O)[nH]c1=O	-6	1.1	7.9	-20	0.3	-8	-0.81	0	-7
24	Fc1ccccc1CNC1CN2CCC1CC2 (configuration not stated)	-6	-0.6	3.0	-41	0.2	-4	-0.75	0	1
25	O=C(CN1CCCC1=O)NCCc1ccccc1	-9	2.3	0.2	-22	-0.3	-15	0.036	/	0
26	O=C(c1ccccc1F)c1cn(Cc2ccccc2)c2ccccc12	-3	-6.8	-0.2	-1	0.5	-2	/	4	0
27	CN1CCN(c2ccc(S(=O)(=O)C(F)(F)F)cc2[N+](=O)[O-])CC1	0	1.4	0.4	-11	1.3	-11	0.69	0	6[fluorescence artefact?]
28	c1ccc(NC2=NCCS2)cc1	-11	1.6	-0.3	-17	0.2	0	0.84	7	2
29	Cc1ccc2c(c1)=C/C(=C\c1c(O)[nH]c(=O)[nH]c1=O)C(=O)N=2	5	-0.2	0.1	-9	0.5	-16	0.49	-8	0[fluorescence artefact?]
30	CC1(C)NCCN2C(=O)CSC21 (configuration not stated)	3	-0.4	-0.6	21	-0.8	-15	1.6	4	8[fluorescence artefact?]
31	Cc1nn(C2CCOC(C)(C)C2)c2c1C(c1ccc(OC(C)C)cc1)SCC(=O)N2 (configuration not stated)	-8	-0.3	0.4	-3	0.1	-8	0.56	-5	-4
32	CCOc1ccc(N=Cc2c(O)n(CCc3ccc(OC)c(OC)c3)c(=O)[nH]c2=O)cc1	-36	-7.8	0.3	-94	-0.7	-4	0.23	-28	7
33	CCCCCn1c(N)c(C(=O)NCc2cccs2)c2nc3ccccc3nc21	2	2.3	1.5	-171	0.2	-17	/	1	-5
34	COc1cc(OC)c(C=O)c(OC(=O)N(C)C)c1	-20	-2.2	0.5	7	0.9	-10	0.15	3	7
35	O=C(Nc1ccccc1OC(=O)N1CCCCC1)N1CCCCC1	1	-2.5	0.7	30	1.0	-10	0.015	-4	1
36	CN1CCN(c2ncnc3nc[nH]c23)CC1	-45	1.7	3.5	-20	1.9	-2	0.16	-7	-1
37	Fc1ccccc1CCNCc1cccc2ccccc12	-16	3.4	0.0	10	-0.4	-13	0.8	2	-4
38	CC(=O)N1N=C2C3CCN(CC3)C2C1c1cccc2ccccc12 (configuration not stated)	-9	0.8	/	-3	0.7	/	0.082	-1	7
39	N=C1c2ccccc2CN1NC(=O)c1ccc(Br)cc1	-19	1.4	-0.1	5	0.2	-5	-0.041	/	-5
40	CC(c1ccccc1)n1cncc1C(=O)O (configuration not stated)	-14	1.3	-0.3	-13	0.2	14	-2.5	2	5
41	COc1ccc2c(c1)CC1(CN2C)C(=O)NC(=O)N(CCc2ccccc2)C1=O (configuration not stated)	9	-0.2	0.2	-16	0.0	-10	0.0085	-1	8
42	O=C(OCC(=O)c1ccc([N+](=O)[O-])cc1)/C(=C\c1ccc(Cl)cc1)NC(=O)c1ccccc1	4	-13	-0.1	12	0.9	-12	-0.99	11	-5
43	O=P(C(=Nc1ccc(Cl)cc1)N1CCOCC1)(N1CCOCC1)N1CCOCC1	-6	-2.0	0.2	23	0.3	/	0.98	4	3
44	O=C(CCl)Nc1nccs1	-21	18	2.5	1	0.1	-14	-0.54	13	4
45	NC(Cc1ccccc1)Cc1ccccc1	-12	3.4	-0.3	-10	1.0	-12	0.95	/	2
46	COc1cc2c(cc1OC)-c1c(OC)c(OC)cc3c1C(C2)N(C)CC3 (configuration not stated)	-3	-3.1	5.4	-44	-0.9	8	/	-5	2
47	CC1CCCCN1C(=O)c1ccc(N2CC3CC(C2)c2cccc(=O)n2C3)c([N+](=O)[O-])c1 (configuration not stated)	-8	0.7	0.4	8	0.5	-5	-0.8	2	4
48	CC(C)C(=O)Nc1ccc(S(=O)(=O)N2CC3CC(C2)c2cccc(=O)n2C3)cc1 (configuration not stated)	-9	1.5	2.2	-6	0.5	-11	0.65	10	-3
49	NC(=O)CSP(=O)(c1ccccc1)c1ccccc1	3	0.2	-0.4	-42	0.6	-6	-0.35	-4	-5[fluorescence artefact?]
50	C=CCn1c(O)c(/C=N/NC(=O)c2ccncc2)c(=O)[nH]c1=O	-14	2.6	0.3	1	-1.6	4	-0.019	-18	-3
51	CCCCCCN1CCN(c2ccc(Cl)cc2)CC1	-4	0.5	0.7	28	0.0	-5	0.78	5	4
52	Cc1nn(Cc2c(Cl)cccc2Cl)c(Cl)c1C(=O)O	0	-0.7	1.1	-21	0.3	-8	0.019	10	-2
53	COP(=O)(OC)C(NC(=O)C(C)(C)C)=C(Cl)Cl	12	0.6	-0.2	20	0.9	-19	0.82	-6	-4
54	O=[N+]([O-])c1cc(-n2cnnn2)c(O)c([N+](=O)[O-])c1	-14	-1.0	1.1	-8	0.1	-6	-0.12	/	2
55	CC12CC[C@H]3[C@@H](CCC4(O)C[C@H](O)CCC34/C=N/NC(=O)c3ccccc3O)C1(O)CCC2C1=CC(=O)OC1 (some centres not stated)	-8	-10	1.2	-8	3.1*	-12	0.23	-3	14
56	C1=C(CCNCc2ccccc2)CCCC1	-22	0.2	-0.4	-8	0.0	-26	-0.78	0	-2[fluorescence artefact?]

Part of the list above in another layout.
Values run as follows: EBV gp42 inh | TNF death inh | L929 necroptosis | Calpain2 inh | PERK inhibitor | MDM2 E3 inh | KCC2 mod | Rad51 HR inh | eIF4E-4G inh
44) O=C(CCl)Nc1nccs1
    -21 | 18 | 2.5 | 1 | 0.1 | -14 | -0.54 | 13 | 4
45) NC(Cc1ccccc1)Cc1ccccc1
    -12 | 3.4 | -0.3 | -10 | 1.0 | -12 | 0.95 | / | 2
46) COc1cc2c(cc1OC)-c1c(OC)c(OC)cc3c1C(C2)N(C)CC3 (configuration not stated)
    -3 | -3.1 | 5.4 | -44 | -0.9 | 8 | / | -5 | 2
47) CC1CCCCN1C(=O)c1ccc(N2CC3CC(C2)c2cccc(=O)n2C3)c([N+](=O)[O-])c1 (configuration not stated)
    -8 | 0.7 | 0.4 | 8 | 0.5 | -5 | -0.8 | 2 | 4
48) CC(C)C(=O)Nc1ccc(S(=O)(=O)N2CC3CC(C2)c2cccc(=O)n2C3)cc1 (configuration not stated)
    -9 | 1.5 | 2.2 | -6 | 0.5 | -11 | 0.65 | 10 | -3
49) NC(=O)CSP(=O)(c1ccccc1)c1ccccc1
    3 | 0.2 | -0.4 | -42 | 0.6 | -6 | -0.35 | -4 | -5[fluorescence artefact?]
50) C=CCn1c(O)c(/C=N/NC(=O)c2ccncc2)c(=O)[nH]c1=O
    -14 | 2.6 | 0.3 | 1 | -1.6 | 4 | -0.019 | -18 | -3
51) CCCCCCN1CCN(c2ccc(Cl)cc2)CC1
    -4 | 0.5 | 0.7 | 28 | 0.0 | -5 | 0.78 | 5 | 4
52) Cc1nn(Cc2c(Cl)cccc2Cl)c(Cl)c1C(=O)O
    0 | -0.7 | 1.1 | -21 | 0.3 | -8 | 0.019 | 10 | -2
53) COP(=O)(OC)C(NC(=O)C(C)(C)C)=C(Cl)Cl
    12 | 0.6 | -0.2 | 20 | 0.9 | -19 | 0.82 | -6 | -4

Some of the compounds tested; rates above refer to the full screens.
